Screens deposited in PubChem BioAssay by National Center for Advancing Translational Sciences (NCATS).
GAA inhib – alpha-glucosidase (human) inhibition; P10253; purified human GAA, 4-MU-alpha-glucoside fluorescence; Potency, µM (highest dose often 76.9 µM), for inactives: at the highest dose activity change, negative = inhibition, usual class: inhibitors; hit rate 0.005% among 200,000;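 further: plate controls were uninhibited enzyme wells for no effect and no-enzyme background for full effect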
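Compounds are titrated up to 77 uM against 4 nM human enzyme. Substrate 4-methylumbelliferyl-alpha-D-pyranoside (400 uM) reacts 20 min at room temperature in pH 5.0 buffer; liberated 4-methylumbelliferone is read at 440 nm.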
GoLoco inh red – inhibitors of human Gai1-RGS12 GoLoco interaction (red fluorophore). P63096. Gai1:RGS12 GoLoco peptide FP, rhodamine, 10 min. Potency, µM (top dose mostly 61.6 µM), inactives show at the highest dose activity, negative = inhibition, usual class: inhibitors. hit rate 0.44% among 230,000; active means well fitted inhibition curve with a large enough effect, not every such curve was filed as active; inactive means no such curve, though single readings can be large or run the other way; further: on the % scale 0 is the no-effect control and ±100 the full control effect; nearly all actives have a fitted effect of over 30% in size; many of its hits are not listed in these tables
aGal spleen mod – inhibits or activates alpha-galactosidase in human spleen homogenate. P06280. Potency, µM (top dose mostly 80 µM), inactives show top-dose activity change, negative = inhibition, hits mostly inhibitors. human spleen homogenate, 4MU-alpha-Gal fluorescence, 40 min. hit rate 0.008% among 240,000;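 further: 0% = enzyme with vehicle and -100% = no enzyme basal signal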
Target sequence (P06280 32-429 limits assumed): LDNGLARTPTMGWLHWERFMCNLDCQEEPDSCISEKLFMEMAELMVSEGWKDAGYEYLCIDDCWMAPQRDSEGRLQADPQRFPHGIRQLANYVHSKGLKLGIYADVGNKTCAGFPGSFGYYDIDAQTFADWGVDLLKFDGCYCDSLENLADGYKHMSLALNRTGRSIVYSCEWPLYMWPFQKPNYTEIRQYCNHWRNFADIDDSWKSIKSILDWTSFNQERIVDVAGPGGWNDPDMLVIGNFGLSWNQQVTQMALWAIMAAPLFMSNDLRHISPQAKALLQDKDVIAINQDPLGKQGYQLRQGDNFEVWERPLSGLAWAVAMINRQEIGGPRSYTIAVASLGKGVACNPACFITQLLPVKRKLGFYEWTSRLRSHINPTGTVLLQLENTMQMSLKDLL
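Spleen homogenate 1 ug + cpd (titration) + 4-MU-alpha-D-galactopyranoside 1 mM; 37C 40 min; 50 mM citrate/phosphate pH 5.0, 0.01% Tween-20; stop pH 10; fluorescence 365/440; AC50 via Hill.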
GAA spleen mod – inhibitors or activators of human alpha-glucosidase in spleen homogenate | P10253 | human spleen homogenate, 4-MU-alpha-glucoside fluorescence | Potency, µM (top dose mostly 79.9 µM), inactives show at the highest dose activity change, negative = inhibition, most hits filed as inhibitors | hit rate 0.006% among 240,000;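 further: 0% = enzyme with vehicle and -100% = no enzyme basal signal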
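Human spleen homogenate (1 ug) with 4-methylumbelliferyl-alpha-D-glucopyranoside (1 mM final) in 50 mM citrate/phosphate pH 5.0, 0.01% Tween-20; 40 min at 37 C. Stopped at pH 10; 4-MU fluorescence Ex 365/Em 440 nm; AC50 by Hill fit.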
ALDH1A1 inh – blocks purified human ALDH1A1 activity; P00352; Purified ALDH1A1, NADH fluorescence, propionaldehyde substrate; Potency, µM (series often up to 75.3 µM), inactives show at the highest dose activity, negative = inhibition, usual class: inhibitors; hit rate 7.3% among 220,000; AID 1030; active means well fitted inhibition curve with a large enough effect, not every such curve was filed as active; inconclusive means small, poorly fitted or top-dose-only effect, or another doubt; inactive means no such curve, though single readings can be large or run the other way;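 further: plate controls were no enzyme wells and a reference inhibitor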
Target sequence (P00352 whole entry, looked up): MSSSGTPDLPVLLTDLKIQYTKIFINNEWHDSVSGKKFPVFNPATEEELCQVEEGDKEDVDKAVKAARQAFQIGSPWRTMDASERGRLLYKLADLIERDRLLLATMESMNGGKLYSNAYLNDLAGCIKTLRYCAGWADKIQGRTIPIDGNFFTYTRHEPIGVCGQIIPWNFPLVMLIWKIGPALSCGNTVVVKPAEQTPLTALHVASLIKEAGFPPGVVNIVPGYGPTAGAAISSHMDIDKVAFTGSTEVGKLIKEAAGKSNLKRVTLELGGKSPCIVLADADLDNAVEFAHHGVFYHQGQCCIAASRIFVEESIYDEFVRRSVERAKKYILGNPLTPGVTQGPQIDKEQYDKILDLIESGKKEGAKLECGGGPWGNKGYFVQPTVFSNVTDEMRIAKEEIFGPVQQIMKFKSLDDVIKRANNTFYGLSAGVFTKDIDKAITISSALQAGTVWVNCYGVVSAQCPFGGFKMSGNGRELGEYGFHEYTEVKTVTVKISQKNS
GAA glycogen mod – inhibitors or activators of human alpha-glucosidase glycogen cleavage | P10253 | recombinant GAA, glycogen substrate, Amplex Red glucose oxidase fluorescence | Potency, µM (highest dose often 76.4 µM), inactives show at the highest dose activity change, negative = inhibition, most hits filed as inhibitors | hit rate 0.38% among 300,000 | AID 2100;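 further: 0% = full enzyme reaction and -100% = no-enzyme basal signal; the screen sought inhibitors and activators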
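Recombinant enzyme (4 nM final) with compounds titrated up to 77 uM and bovine liver glycogen (30 ug) in citrate pH 5.0, 0.01% Tween-20, 37 C 40 min. Released glucose detected by Amplex Red/glucose oxidase (Ex 573/Em 610); AC50 from Hill fits.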
KDM4E inh – JMJD2E (human) inhibition. B2RXH2. JMJD2E catalytic domain, FDH-coupled NADH fluorescence (FDH is formaldehyde dehydrogenase). Potency, µM (series often up to 57.1 µM), for inactives: top-dose activity change, negative = inhibition, hits mostly inhibitors. hit rate 1.6% among 230,000. AID 2147; active means well fitted inhibition curve with a large enough effect, not every such curve was filed as active; inconclusive means small, poorly fitted or top-dose-only effect, or another doubt; inactive means no such curve, though single readings can be large or run the other way;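 further: 0% = wells with enzyme and -100% = buffer wells without enzyme; nearly all actives have a fitted effect of over 50% in size; many of its hits are not listed in these tables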
SMN2 splice enh – SMN2 splice variant enhancement; Potency, µM (titrated, usually from 46.1 µM), inactives show at the top dose activity change, positive = activation, usual class: activators; hit rate 2.8% among 210,000; HEK293 SMN2-luciferase splicing reporter, luminescence, 30-36 h; further: % of control where 0% means no effect; nearly all actives have a fitted effect of over 55% in size
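HEK293 cells carry an SMN2 […]–luciferase reporter in which exon 7 inclusion puts luciferase in frame. Cells were plated 10-12 h before compound addition, then incubated 30-36 h at 37C. ONE-Glo luminescence was read; sodium butyrate at 4.5 mM final served as control.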
* hit, by the source's call; u = inconclusive; x = not tested or not shown; & = joins results of further samples; ! = a repeat was not active; [ ] = remark or other dose. Unless noted, the call rests on the fitted dose curve; in most records, active means well fitted curve in the direction sought with a large enough effect; inconclusive means small, poorly fitted or top-dose-only effect, or another doubt; inactive means no such curve, though single readings can be large; an effect the other way counts as inactive or inconclusive. Potency means the concentration at half of the fitted maximal effect. An excerpt; count on the stated rates, not on these rows.

KDM4E inh | GAA spleen mod | GoLoco inh red | GAA inhib | SMILES | aGal spleen mod | GAA glycogen mod | SMN2 splice enh | ALDH1A1 inh
-3.2% | 3.5% | -1.5% | 0.0% | COc1ccc(NC(=O)c2cccc(Cn3cc(Br)cn3)c2)cn1 | 0.8% | -3.7% | -6.9% | -1.0%
1.2% | 3.8% | 8.6% | -1.0% | O=C(Nc1ccon1)c1ccccc1Cl | -7.4% | 8.1% | u | -1.1%
-8.0% | -7.0% | 18.6% | -1.9% | O=C(Nc1cccnc1)c1cc2cc(Br)ccc2oc1=O | 6.7% | -3.7% | 12.0% | 9.7%
-1.7% | 4.3% | -4.9% | -1.9% | COc1ccc(/C=N/NC(=O)C(=O)N2CCCC2)cc1OC | 2.4% | -4.4% | u | 2.2%
u | -6.3% | 1.7% | -2.8% | CCOC(=O)c1c(-c2ccccc2)csc1NC(=O)C1CCCO1 (configuration not stated) | -1.6% | -2.9% | -32.7%[inhibitor] | u
4.8% | -0.8% | 8.5% | -10.8% | CCOC(=O)c1c(NC(=O)CSc2nnnn2C)sc(CC)c1C | -0.5% | -16.4% | -5.5% | -6.9%
-11.6% | 0.1% | 5.4% | -1.8% | CC(=O)c1c(C)[nH]c(C(=O)OCC(=O)Nc2cccc(S(=O)(=O)N3CCCC3)c2)c1C | -6.4% | -5.2% | -66.2%[inhibitor] | 2.7%
5.6% | 0.9% | 9.0% | -12.3% | CCNC(=S)N/N=C(\C)c1cccc([N+](=O)[O-])c1 | -4.1% | 8.5% | 2.6% | 1.4%
-1.2% | -17.2%&2.4% | 13.4%&9.6% | -4.2%[15.4 µM] | C[C@]12CCC(=O)C=C1CC[C@@H]1[C@@H]2[C@@H](O)C[C@@]2(C)[C@H]1CC[C@]2(O)C(=O)CO | 1.9%&3.3% | 1.3% | -35.3%[inhibitor] | 7.2%&-3.5%
-9.8% | 4.3% | 17.6% | -12.1% | CCOCCCNC(=O)c1ccc2c(c1)N=C(CC)c1cc(Br)ccc1S2 | 10.1% | -7.0% | -39.4%[inhibitor] | 9.3%
68.7%[activator] | -7.7% | 5.1%[14.2 µM] | x | Cc1c2ccccc2c(CSC(=N)N)c2ccccc12 | 4.9% | x | -39.0%[inhibitor][9.22 µM] | 14.1µM*!
6.7% | -8.6% | 10.3% | x | COC(=O)/C(C#N)=C/c1c(Oc2cccc(C)c2)nc2ccccn2c1=O | -11.4% | 0.8% | x | x
u | 2.0% | -0.6% | -14.3% | COC(=O)c1[nH]c2ccc(Cl)cc2c1NC(=O)CCN1CCOCC1 | 6.1% | 5.6% | -23.1% | u
3.6% | 3.8% | 11.4% | -0.3% | Cc1ccc(C(=O)N(CN2CCCC2=O)c2ccccc2)cc1 | 1.9% | -11.7% | 12.6% | -4.4%
u | -5.0% | 5.9% | -3.0% | Cc1oc(-c2cc(Cl)cc(Cl)c2)cc1C(=O)NCCc1ccccc1 | 5.3% | 0.9% | 2.5% | -0.5%
-12.1% | 4.7% | 8.9% | u | C/C(=N\NC(=O)CCc1ccc(S(=O)(=O)N2CCOCC2)cc1)c1ccccc1Cl | -4.6% | 20.5% | -8.9% | u
0.7% | -0.1% | 3.9% | -4.8% | CC(=O)c1ccc(N2CCN(C(=O)/C=C/c3ccc4ccccc4n3)CC2)cc1 | -4.6% | 10.1% | -75.7%[inhibitor] | u
7.0% | -3.0% | 15.2% | -0.3% | CCC(C)(C)NC(=O)CN(Cc1ccc2c(c1)OCO2)C(=O)CCC(=O)Nc1ccccn1 | 10.0% | -3.2% | 0.3% | -10.8%
8.7% | -8.2% | 1.4% | 2.8% | O=C1c2ccccc2C(Nc2ccc3c(c2)OCO3)N1Cc1ccc2c(c1)OCO2 (configuration not stated) | -11.1% | -9.9% | 5.8% | u
4.5% | x | 1.5% | 1.0% | NC(=S)Nc1cccc2[nH]ccc12 | -4.0% | -21.6% | 12.4% | 0.0%
10.8% | -2.2% | 0.5% | -3.5% | O=C(CC1(O)C(=O)Nc2ccccc21)c1ccc(-n2cnnn2)cc1 (configuration not stated) | -6.4% | 3.4% | 10.9% | -6.7%
-2.4% | -24.0% | 5.7% | -6.0% | COc1cc(OC)c(C2=NOC(C(=O)Nc3cc(C)nn3-c3ccccc3)C2)cc1Cl (configuration not stated) | 1.3% | -7.7% | u | -7.1%
-3.8% | -4.9% | 9.3% | x | Cc1cc(C)cc(NC(=S)/C(=C(\[O-])c2ccc(Cl)cc2Cl)[n+]2ccc(C(C)(C)C)cc2)c1 | 1.3% | -0.6% | x | x
6.4% | 3.0% | 5.1% | -2.4% | COCCNCC(=O)Nc1ccccc1Sc1ccccc1 | 3.0% | 15.9% | 13.1% | u
0.5% | -4.1% | 11.2% | x | Cc1cc(Oc2ncccc2[N+](=O)[O-])c2cc(Cl)ccc2n1 | 0.8% | 6.4% | x | x
-5.5% | -10.6% | -5.9% | 1.9% | COc1ccc(CCNC(=S)NC(=O)c2ccccc2)cc1OC | -0.2% | -17.8% | -53.8%[inhibitor] | u
-2.0% | -9.3% | 72.9%[activator] | -10.5% | CCC(C(=O)NCc1ccco1)N(C(=O)CNS(=O)(=O)c1ccccc1)c1ccc(OC)cc1 (configuration not stated) | -1.3% | 7.7% | 1.3% | -9.8%
1.1% | 0.2% | -5.1% | 2.0% | COCCNC(=O)c1ccc(C(=O)NCCOC)s1 | -4.9% | 3.8% | -7.8% | 13.8%
-9.4% | 6.6% | 11.8% | -5.9% | CC(=O)C1C(=O)c2c(cccc2[N+](=O)[O-])C1=Nc1ccc(S(N)(=O)=O)cc1 (configuration not stated) | -4.3% | -12.3% | x | 22.4µM*
-0.4% | -9.7% | -1.4% | -6.3% | O=C(CN1C(=O)NC2(CCCCCC2)C1=O)NCc1ccco1 | -8.5% | -0.4% | 25.3% | u

Compounds from the list above containing a thiophene ring, fused or not, in the order listed:
KDM4E inh | GAA spleen mod | GoLoco inh red | GAA inhib | SMILES | aGal spleen mod | GAA glycogen mod | SMN2 splice enh | ALDH1A1 inh
u | -6.3% | 1.7% | -2.8% | CCOC(=O)c1c(-c2ccccc2)csc1NC(=O)C1CCCO1 (configuration not stated) | -1.6% | -2.9% | -32.7%[inhibitor] | u
4.8% | -0.8% | 8.5% | -10.8% | CCOC(=O)c1c(NC(=O)CSc2nnnn2C)sc(CC)c1C | -0.5% | -16.4% | -5.5% | -6.9%
1.1% | 0.2% | -5.1% | 2.0% | COCCNC(=O)c1ccc(C(=O)NCCOC)s1 | -4.9% | 3.8% | -7.8% | 13.8%

Later entries.
KDM4E inh | GAA spleen mod | GoLoco inh red | GAA inhib | SMILES | aGal spleen mod | GAA glycogen mod | SMN2 splice enh | ALDH1A1 inh
-11.2% | 9.0% | -8.1% | 2.4% | Cc1ccc(C(C2C(=O)CC(C)(C)CC2=O)C2C(=O)CC(C)(C)CC2=O)s1 | 1.1% | 10.4% | -1.9% | 7.08µM*
-2.8% | -4.9% | 6.9% | -2.5% | CC(C)c1ccc(NC(=O)COC(=O)[C@H](CCC(N)=O)NC(=O)c2ccc(F)cc2)cc1 | 1.9% | -8.5% | 3.6% | u
22.4µM* | -20.3% | 17.5% | -2.7% | C/C(=N\N1C(=O)c2ccccc2NC1c1ccco1)c1ccccc1O (configuration not stated) | 1.4% | -18.2% | 3.98µM* | -0.2%
1.7% | -3.0% | 9.7% | x | CCOC(=O)Cn1c(=O)oc2cc(S(=O)(=O)NC(C)(C)CC)ccc21 | 3.0% | -3.6% | x | x
2.0% | -1.1% | 0.5% | -1.6% | CSCCC(NC(=O)c1ccccc1)C(=O)O (configuration not stated) | 1.8% | -13.8% | 20.0% | 5.4%
-8.6% | -6.4% | 5.9% | -1.7% | Cn1c(SCc2ccccc2F)nnc1-c1ccccn1 | 0.4% | -13.3% | 11.2µM* | u
-1.4% | -3.4% | 3.6% | -6.3% | O=C(Cc1cccs1)N1CCCC(c2nc3c(nnn3Cc3cccc(Cl)c3)c(=O)[nH]2)C1 (configuration not stated) | -12.1% | 4.6% | -2.3% | -8.5%
-35.5% | 2.4% | -1.6% | -11.9% | CCc1ccc(NC(=O)C(=O)NCCN2CCN(S(C)(=O)=O)CC2)cc1 | -6.8% | -8.2% | 4.5% | -1.2%
-15.2% | 1.7% | 4.1% | 6.7% | CCn1c(SCC(=O)N/N=C/c2cccs2)nc2ccccc21 | -9.4% | 7.0% | -0.2% | -16.8%
-6.2% | 2.1% | 8.6% | -3.8%[15.4 µM] | COc1ccccc1-n1c(SCC(=O)Nc2cccc(C)c2)nc2c(c1=O)SCC2 | 2.5% | 6.6% | -20.3% | u
u | -8.2% | -3.2% | 4.1% | CC1=CC(=C(C#N)C#N)C=C(C)N1CCN1CCN(C(=O)Nc2cccc(Cl)c2)CC1 | 0.0% | 10.4% | 4.3%[1.84 µM] | u
-5.6% | -2.1% | 4.9% | -1.2% | O=C1C(Cl)=C(NCC2CCCO2)C(=O)N1Cc1ccccc1 (configuration not stated) | -3.7% | -2.7% | -11.0% | -7.3%
-7.7% | -24.4% | 2.3% | -5.5% | Cc1ccccc1OCc1nnc(SCC(=O)Nc2c(C)n(C)n(-c3ccccc3)c2=O)n1-c1ccccc1 | 0.4% | -1.1% | -19.8% | -1.1%
1.8% | -21.8% | 0.7% | -1.6% | COc1ccccc1C(=O)NCc1ccccc1 | u | -4.1% | -18.7% | 11.8%
-6.6% | -0.4% | 10.6% | -0.1% | Cc1cc(CSc2ccccc2)ccc1NC(=O)c1cccc([N+](=O)[O-])c1 | 4.0% | 0.4% | -17.4% | 7.0%
-17.3% | -4.4% | -7.1% | x | OC/C=C/c1ccc(O)c(O)c1 | -11.4% | x | -2.6% | u
9.0% | -2.4% | -4.0% | -7.3% | CCN(CC)c1nc2ccccc2nc1-n1nc(C)cc1C | 3.0% | -2.6% | -11.6% | 6.9%
-9.0% | -17.6% | 13.1% | 9.8% | Cc1ccc(C(=O)CCC(=O)N2CCC(C(N)=O)CC2)cc1 | 5.8% | 1.8% | 11.4% | -1.3%

Some entries already given, showing only KDM4E inh and GoLoco inh red.
SMILES | KDM4E inh | GoLoco inh red
Cc1cc(CSc2ccccc2)ccc1NC(=O)c1cccc([N+](=O)[O-])c1 | -6.6% | 10.6%
OC/C=C/c1ccc(O)c(O)c1 | -17.3% | -7.1%
